hIAP activ – human IAP activation | P09923 | purified human IAP, CDP-Star luminescence, 30 min; stronger effect = higher value; 1 = vehicle-only enzyme, 0 = enzyme-free background | activation factor at 10 µM | 330,000 tested, 0.16% active | AID 2524;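 active means activation factor of the enzyme at least 2-fold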; further: the source names both 10 and 20 µM as test concentration; values of inactives mirror those of a sister screen read the other way
ATG4B inh – blocks human ATG4B protease cleavage of LC3 substrate | Q9Y4P1 | ATG4B cleavage of LC3-PLA2, NBD-HPC fluorescence, 1 h | inhibition, % at 8.33 µM | 340,000 tested, 0.51% active | AID 504462; in the data active means inhibition above about 40%
SENP8 inh – SENP8 (human) protease inhibition | AID 602440 | recombinant SENP8, Nedd8 substrate fluorescence | Q96LD8 | 360,000 tested, 0.64% active | inhibition, % at 20 µM; in the data active means inhibition mostly above about 40%, no sharp cut-off; inactive means mostly below about 27%
Target sequence (Q96LD8 whole entry, looked up): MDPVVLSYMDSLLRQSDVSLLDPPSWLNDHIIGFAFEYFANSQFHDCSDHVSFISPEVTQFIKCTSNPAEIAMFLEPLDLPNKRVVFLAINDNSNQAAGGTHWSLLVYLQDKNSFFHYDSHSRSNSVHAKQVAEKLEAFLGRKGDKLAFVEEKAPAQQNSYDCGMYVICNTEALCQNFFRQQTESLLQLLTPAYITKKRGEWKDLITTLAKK
SENP1 inh – SENP1 (human) catalytic domain inhibition; Q9P0U3; recombinant SENP1 catalytic domain, CyPet-SUMO1-YPet FRET cleavage; inhibition, % at 10 µM; 360,000 tested, 0.21% active; AID 624204;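 active means inhibition at least 30% at 10 µM, raw YFP signal under a set limit, fluorescence ratio 0.5 to 1.5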;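 further: 0% = enzyme with DMSO and 100% = no enzyme wells; some results filed as inactive read as strong as hits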
Target sequence (Q9P0U3 419-644 limits assumed): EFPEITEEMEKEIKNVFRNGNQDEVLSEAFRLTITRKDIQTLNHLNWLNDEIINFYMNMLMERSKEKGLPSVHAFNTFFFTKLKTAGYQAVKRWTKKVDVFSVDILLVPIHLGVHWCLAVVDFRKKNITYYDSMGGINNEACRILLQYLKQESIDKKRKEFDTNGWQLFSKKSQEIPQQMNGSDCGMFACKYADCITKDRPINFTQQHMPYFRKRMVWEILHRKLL
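System: Recombinant human SENP1 catalytic domain, His6-tagged | Incubation: Enzyme reaction for 50 min at room temperature, dark | Medium: Tris pH 8 with BME, BSA, NP40 and catalase | Also added: 25 nM SUMO1 FRET substrate | Compound: 10 µM single point, 0.5% DMSO | Measured by: FRET fluorescence in CFP and YFP emission channels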
SENP6 inh – SENP6 protease inhibition; Q9GZR1; Recombinant SENP6 catalytic domain, aminoluciferin luminescence; inhibition, % at 10 µM; 330,000 tested, 1.8% active;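 active means inhibition above about 50% at the single tested dose, limit read from the data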;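 further: plate controls were DMSO wells with enzyme for no effect and DMSO wells lacking enzyme for full effect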
Target sequence (Q9GZR1 628-1112 limits assumed): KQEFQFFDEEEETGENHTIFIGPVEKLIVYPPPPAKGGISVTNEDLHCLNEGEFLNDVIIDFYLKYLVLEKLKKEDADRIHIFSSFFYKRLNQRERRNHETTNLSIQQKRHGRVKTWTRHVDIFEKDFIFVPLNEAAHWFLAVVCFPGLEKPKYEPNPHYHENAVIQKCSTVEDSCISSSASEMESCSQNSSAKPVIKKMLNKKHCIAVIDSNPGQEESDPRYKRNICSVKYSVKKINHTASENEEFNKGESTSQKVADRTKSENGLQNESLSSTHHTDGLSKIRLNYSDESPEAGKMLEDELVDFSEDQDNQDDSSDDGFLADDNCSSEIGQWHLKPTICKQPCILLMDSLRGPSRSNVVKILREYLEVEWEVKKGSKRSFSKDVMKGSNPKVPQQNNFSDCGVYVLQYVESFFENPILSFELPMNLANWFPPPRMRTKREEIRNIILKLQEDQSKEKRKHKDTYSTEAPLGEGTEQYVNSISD
GRIN3A LBD mod – NR3A (human) ligand-binding domain modulation. Tm shift relative to glycine control, % at 25 µM. NR3A LBD differential scanning fluorimetry, Tm shift; 0% = protein alone, 100% = glycine-bound protein. 340,000 tested, 2.5% active;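 active means melting temperature shift of at least 10% of the positive control shift, at one fixed dose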
PfGluPho inh – PfG6PD (Plasmodium falciparum) enzyme inhibition | PfGluPho enzyme, NADPH resazurin-diaphorase fluorescence | inhibition, % at 20 µM | 350,000 tested, 0.78% active | AID 504690;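 active means inhibition reaching at least a set limit at 20 µM in the primary screen, cut at about 59% in these data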;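 further: 0% = DMSO wells with substrate and 100% = DMSO wells lacking glucose-6-phosphate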
MPTP block – permeability transition pore inhibition; isolated mouse mitochondria, Ca2+ swelling absorbance, 30 min; 360,000 tested, 1.4% active; AID 602449; inhibition, % at 10 µM;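 active means inhibition of 50% or more, scaled per plate between neutral and stimulator controls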;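 further: 0% = DMSO wells given calcium and 100% = 1 mM EGTA wells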
Starred values were filed as active, the others as inactive; x = no result given.

SMILES	hIAP activ	ATG4B inh	SENP8 inh	SENP1 inh	SENP6 inh	GRIN3A LBD mod	PfGluPho inh	MPTP block
COC(=O)C1=C(C)NC(C)=C(C(=O)OC)C1c1cn(-c2ccccc2)nc1-c1ccco1	1.1	-9	-295	-8	15	-12	6	3.0
Cc1c(C(=O)N(C)Cc2ccccc2)oc2c(Cl)cccc12	0.95	-11	9	0	-8	1	3	0.6
CCC(=O)N1CCN(c2ccccc2NC(=O)c2ccc(OC)c(Cl)c2)CC1	0.84	-19	11	1	-1	3	18	-0.5
CN(c1ccc(OC(=O)CN2C(=O)NC3(CCCC3)C2=O)cc1)S(=O)(=O)c1ccccc1	0.88	-10	11	1	0	-1	30	0.8
CC(C)(C)OC(=O)NCc1ccc(CNC(=O)c2ncn(Cc3ccccc3)c2C(=O)NCc2ccc(CNC(=O)OC(C)(C)C)cc2)cc1	0.92	5	1	4	-9	2	-17	0.8
COc1ccc(C(=O)/C=C/c2ccc(OC)cc2OC)c(O)c1	0.86	-14	25	13	46	-10	8	2.6
O=C(Cc1cccs1)Nc1ccon1	1.2	-7	-5	-32	-9	-12	-6	-2.5
COCCCNc1nc2nonc2nc1N1C[C@H]2CC[C@H]1C2	0.98	-1	4	-38	-16	-1	-11	1.7
CN(CC(=O)Nc1ccccc1Cl)C(=O)COC(=O)c1ccc(C(F)(F)F)cc1	1.1	-7	-2	-1	3	-3	-1	0.6
Cc1ccc(NC(=O)c2ccccc2O)cc1	1	5	-83	-3	53*	-6	-8	0.7
CC(C)N1CCNCC1	1.1	-9	5	-1	-20	0	-10	-1.6
CSc1ccccc1N1CCN(C(=O)Nc2ccc3c(c2)NC(=O)CO3)CC1	0.96	10	10	-1	15	-2	-2	5.8
CN1CCc2c(sc(/N=C/c3ccco3)c2C(N)=O)C1	0.99	4	-312	-20	1	-4	19	-0.2
CCOC(=O)COc1ccc2c(=O)cc(-c3ccccc3)oc2c1	0.93	-17	21	0	-15	0	-4	2.3
CCOc1ccc(C(=O)NCCNC(=O)c2ccc(OCC)cc2)cc1	1.4	-2	5	2	-18	-4	-4	-0.3
COc1cc2c(cc1OC)C(SC)=NC1(CCCC1)C2	1.1	0	-18	1	-10	1	1	1.8
COc1cc2c(cc1OC)CN(c1ncccc1[N+](=O)[O-])CC2	0.8	-4	-36	-6	-3	9	8	1.2
COc1cc(OC)c(NC2=NCCCCC2)cc1Cl	0.96	-4	7	1	-11	-1	12	0.0
Cc1ccc(-c2nnn(CC(=O)N3CCCCC3)n2)c(-n2cnnn2)c1	1.2	-11	15	3	-14	0	-19	-0.6
O=C(Nc1cc(=O)[nH]c(=O)[nH]1)c1cccc(C(F)(F)F)c1	0.94	-1	7	-1	4	0	8	-2.3
CN(C)c1ccc(CNC(=O)C2CCN(S(=O)(=O)c3ccc4c(c3)oc(=O)n4C)CC2)cc1	1.1	-2	11	0	4	-2	7	-2.2
Cc1ccc(S(=O)(=O)N2CCOCC2)cc1NC(=O)COC(=O)/C=C/c1ccco1	0.86	8	11	1	-15	-4	6	0.2
CC(=O)CCc1ccc(OCC(O)CNCCOc2ccc(C)cc2)cc1 (configuration not stated)	0.86	-3	7	0	-34	-3	8	74*
COc1ccc(CCN2CCCn3c2nc2c3c(=O)n(CC(C)C)c(=O)n2C)cc1OC	0.91	-4	11	0	-10	1	-13	2.0
CC(=O)c1cc2c(cc1NC(=O)CCNC(=O)c1ccccc1Cl)OCO2	0.83	-2	-408	-5	-7	3	-4	5.8
O=C(CCc1nnc(CCCCc2ccccc2)o1)N1CCN(CCO)CC1	1	-2	20	-4	-3	-1	-13	-0.3
Cc1cc(N/C=C\c2nnnn2-c2ccccc2)no1	1	3	-2	2	-16	-3	5	0.6
Cc1c(S(=O)(=O)N2CCN(C(=O)c3ccco3)CC2)c(=O)n(C)c(=O)n1C	0.86	-1	18	1	-6	6	7	1.6
COC(=O)c1ccc(C(=O)OC)c(NS(=O)(=O)c2ccc(NC(C)=O)cc2)c1	1.2	-15	-295	-63	-8	-1	-6	0.3
COCC(=O)Nc1ccccc1C(=O)NC(C)C	1.2	-8	8	3	-19	2	-6	-2.0
CCSC1=NCCN1C(=O)C(C)(C)Oc1ccc(Cl)cc1	0.9	0	13	2	-14	2	-5	-1.0
COc1cc(NC(=O)COc2ccc(-n3ccnc3)cc2)cc(OC)c1	1.3	-13	3	4	-3	0	1	-2.2
O=C(CCN1C(=O)/C(=C\c2ccc(F)cc2)SC1=S)Nc1ccc(O)cc1	1	-8	23	2	4	8	0	1.0
Cc1cc(C)nc(NS(=O)(=O)c2ccc(NC(=O)c3ccc4c(c3)OCO4)cc2)n1	1.1	-11	-10	0	-1	-7	18	0.9
CCN(CC)C(=O)COc1ccc(N(C)S(=O)(=O)c2ccc(NC(C)=O)cc2)cc1	1	-1	14	0	1	-2	3	0.1
N#Cc1cc(C(=O)c2ccccc2O)cn(-c2nccs2)c1=O	x	2	-72	-26	x	-2	1	46
CCc1ccc(C(C(=O)NC(C)(C)CC)N(Cc2ccco2)C(=O)Cn2nnc3ccccc32)cc1 (configuration not stated)	1	-3	20	0	0	3	1	-0.3
Cn1c(=O)c2c(ncn2Cc2ccc(Cl)cc2)n(C)c1=O	0.99	-2	7	2	5	0	9	0.0
Cc1ccc2[nH]c(=O)c(-c3noc(CC(C)C)n3)cc2c1	1	-6	-460	0	-7	-1	-1	0.9
CC(C)C[C@@H](CN)NC(=O)c1nc[nH]c1C(=O)N[C@@H](Cc1c[nH]c2ccccc12)C(=O)CNC[C@H](C)NC(=O)c1nc[nH]c1C(=O)N[C@@H](C)C(=O)O	x	-5	6	-7	x	3	9	2.4
CN(C)S(=O)(=O)c1cccc(NC(=S)Nc2ccc3cn[nH]c3c2)c1	0.9	-12	-32	-2	8	-19	4	0.6
COc1cccc(C=Nc2ccc(N3CCOCC3)cc2)c1O	0.89	5	27	8	-6	0	16	1.3
O=C(N/N=C\c1cc(Br)c(Br)o1)C1COc2ccccc2O1 (configuration not stated)	1	12	7	0	-7	-2	-4	3.3
CC1CN(C(=O)COC(=O)c2ccc(Cl)c(N)c2)CC(C)O1 (configuration not stated)	1.1	1	-273	1	-25	-1	0	0.1
CCc1cccc(CC)c1NC(=O)C1CN(S(=O)(=O)c2ccccc2)CCN1S(=O)(=O)c1ccccc1 (configuration not stated)	1	10	4	1	-13	4	-1	2.8

Given with two lines to a compound: part of the list above.
Under each structure – hIAP activ	ATG4B inh	SENP8 inh	SENP1 inh	SENP6 inh	GRIN3A LBD mod	PfGluPho inh	MPTP block
> CC(C)C[C@@H](CN)NC(=O)c1nc[nH]c1C(=O)N[C@@H](Cc1c[nH]c2ccccc12)C(=O)CNC[C@H](C)NC(=O)c1nc[nH]c1C(=O)N[C@@H](C)C(=O)O
→ x	-5	6	-7	x	3	9	2.4
> N#Cc1cc(C(=O)c2ccccc2O)cn(-c2nccs2)c1=O
→ x	2	-72	-26	x	-2	1	46
> Cc1ccc2[nH]c(=O)c(-c3noc(CC(C)C)n3)cc2c1
→ 1	-6	-460	0	-7	-1	-1	0.9
> Cc1cc(C)nc(NS(=O)(=O)c2ccc(NC(=O)c3ccc4c(c3)OCO4)cc2)n1
→ 1.1	-11	-10	0	-1	-7	18	0.9

(listing goes on)
SMILES	hIAP activ	ATG4B inh	SENP8 inh	SENP1 inh	SENP6 inh	GRIN3A LBD mod	PfGluPho inh	MPTP block
O=C(COC(=O)c1cccc(-n2cnnn2)c1)c1ccccc1	0.86	0	2	3	-12	-2	-6	-1.2
CCOC(=O)CSc1nc(C)cc2c1C(=O)OC2	1.3	4	20	4	-5	1	-11	0.4
Cc1c(OC(C)C(=O)N2C[C@H]3C[C@@H](C2)c2cccc(=O)n2C3)ccc2c3c(c(=O)oc12)CCCC3 (some centres not stated)	1.1	0	-37	-4	-4	-3	5	0.4
COc1ccc(C2=Nn3c(nnc3-c3ccccc3F)SC2)cc1OCC1CC1	0.98	-24	5	-1	-11	-6	-27	0.9
CCN1CCCC1CNC(=O)c1cc(OC)c(OC)c(OC)c1 (configuration not stated)	1.1	-6	18	-5	-15	6	-16	-2.2
Cc1nc2ccccc2n1CCC(=O)Nc1cccc(F)c1	0.93	-2	15	1	-29	-1	-3	-1.7
Cc1ccccc1-n1c(=S)[nH]c2nc3c(cc2c1=O)CCCC3	1	-9	15	1	9	1	7	-4.0
CSc1ccccc1C(=O)Nc1cc(C)cc(C)c1	1.1	-2	28	1	19	-1	-4	-0.7
CCOC1CCc2c(C)nc(N)nc2S1 (configuration not stated)	0.94	0	4	0	-5	2	-5	-0.4
C=CCOC(=O)c1ccc(-n2cnc(C)n2)nc1	0.94	-8	2	-1	-11	-1	-9	-1.0
COc1ccc(N(CC(=O)NCc2ccncc2)S(=O)(=O)c2ccc(C)c([N+](=O)[O-])c2)cc1	0.94	-5	22	1	85*	1	10	3.1
C#CCOC(=O)c1ccccc1C(=O)OCC#C	0.91	-4	26	3	2	0	5	1.7
COc1ccc(/C=N/NC(=O)c2c(C)n(C)c3ccc(OC)cc23)c(OC)c1	1	-9	-39	0	13	-7	8	0.0
O=C(OCc1nnc(-c2ccccc2)o1)c1cc2ccccc2cc1O	0.97	-6	-28	1	1	-2	5	-2.5
CC(=O)N1N=C(c2ccc(NS(C)(=O)=O)cc2)CC1c1ccc2nccnc2c1 (configuration not stated)	1.2	-16	3	0	-1	-5	-7	-0.1
Cc1nn(-c2ccccc2)c(Cl)c1C(=O)OC(C)C(=O)Nc1ccc2c(c1)OCO2 (configuration not stated)	1.1	-4	11	2	-4	-6	-3	0.9
CN(C(=O)COn1nnc2ccc(Cl)cc21)C1CCS(=O)(=O)C1 (configuration not stated)	1	6	-1	1	-4	1	6	0.2
O=C(Nc1nnc(C2=COCCO2)o1)c1ccc(Cc2ccccc2)cc1	1.1	3	-14	-2	-3	-8	-13	-12
O=C(CNC(=O)c1ccc(Br)o1)Nc1cccc(S(=O)(=O)N2CCCC2)c1	1.1	-4	4	4	-21	0	-13	0.8
COCc1cc(Sc2ccc(Cl)cc2)nc(-c2ccccc2)n1	0.97	3	22	3	-2	0	-7	1.9
O=C(Nc1cc(Cl)ccc1N1CCCC1)C1=NN(c2ccccc2)C(=O)CC1	1.1	-8	18	0	-8	3	-12	1.0
Cc1cccc(C(=O)Nc2nnc(-c3cccnc3)o2)c1	1	-7	28	1	5	0	-1	-4.3
CCC1(C)N=c2c(c(=O)n(C)c(=O)n2C)=NO1 (configuration not stated)	1.1	-1	14	2	-13	-1	-5	-2.6
COc1ccc(OC)c2sc(NC(=O)c3ccc(S(=O)(=O)N4CCOCC4)cc3)nc12	1.2	0	10	-1	2	-18	-24	0.5
C[C@H](CO)N1C[C@H](C)[C@@H](CN(C)C(=O)NC2CCCCC2)Oc2ccc(NS(=O)(=O)c3ccc(F)cc3)cc2C1=O	0.87	-3	2	1	-7	-2	6	0.5
C=CCn1c(SCC(=O)Nc2ccc3c(c2)CCC3)nc2ccccc2c1=O	1.1	-4	15	2	-13	-1	-12	-0.3
NC(=O)CCN1CCC(c2nc3ccccc3s2)CC1	1.2	1	17	1	-9	0	-5	-2.0
CCc1nnc(NC(=O)CSc2nnc(-c3ccco3)n2CCOC)s1	0.95	0	8	2	-18	0	-8	1.8
COc1ccc(CN2C(=O)NC3(CCCC3)C2=O)cc1F	1	1	11	6	-4	-2	-6	-0.7
COc1cc2c(cc1NC(=O)C(C)NCc1ccccc1)oc1ccccc12 (configuration not stated)	1	6	8	-2	5	-2	20	0.7
Cc1ccc(C(=O)NCC2(c3ccccc3)CCCC2)cc1	1.1	0	13	-1	-16	-1	14	1.0
N#C/C(=C\c1ccccc1)C(=O)NCCN1CCOCC1	1	-10	1	0	-4	1	4	-1.3
O=C(CN1C(=O)NC2(CCCCC2)C1=O)N1CCN(S(=O)(=O)c2cccc(F)c2)CC1	1.2	4	4	-2	4	0	-21	0.5
O=C(O)c1cccnc1-c1ncccc1C(=O)O	0.91	-3	20	1	-24	-4	21	1.4
COc1ccc(S(=O)(=O)Nc2ccccc2OC)cc1NC(=O)CC1CC2CCC1C2 (configuration not stated)	1.1	-15	16	-1	-2	-5	13	2.3

Screening data: PubChem BioAssay, Sanford-Burnham Center for Chemical Genomics
